hcGAS inh – blocks human cGAS activity | 290,000 compounds, 0.081% hits | recombinant h-cGAS, ATP depletion, Kinase-Glo luminescence | Q8N884 | inhibition, % at 12.5 µM;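 further: 0% = vehicle reaction and 100% = reaction without DNA for no activity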
Target sequence (Q8N884 whole entry, looked up): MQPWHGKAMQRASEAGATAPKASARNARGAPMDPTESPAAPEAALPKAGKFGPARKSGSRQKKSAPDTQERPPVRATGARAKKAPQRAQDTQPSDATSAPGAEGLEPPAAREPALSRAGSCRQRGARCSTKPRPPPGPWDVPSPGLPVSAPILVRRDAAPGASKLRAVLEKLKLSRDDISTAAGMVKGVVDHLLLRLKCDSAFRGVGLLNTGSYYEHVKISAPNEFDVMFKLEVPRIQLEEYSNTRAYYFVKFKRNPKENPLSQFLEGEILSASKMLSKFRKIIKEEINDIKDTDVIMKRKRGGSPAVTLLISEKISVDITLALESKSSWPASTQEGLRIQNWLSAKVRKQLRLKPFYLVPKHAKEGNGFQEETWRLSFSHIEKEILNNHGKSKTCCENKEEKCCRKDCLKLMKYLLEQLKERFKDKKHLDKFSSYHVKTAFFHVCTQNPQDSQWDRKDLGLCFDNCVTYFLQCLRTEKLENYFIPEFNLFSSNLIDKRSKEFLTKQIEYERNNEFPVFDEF
NPYLR7 agonist – mosquito NPYLR7 agonism | HEK293T NPYLR7/Galpha15, GCaMP6s calcium fluorescence | activation, % at 10 µM | 270,000 compounds, 0.15% hits; in the data active means activation above about 40%;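 further: 0% = vehicle and 100% = reference agonist at the receptor; some compounds past the cut are filed as inactive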
mcGAS inh – blocks mouse cGAS activity; Q8C6L5; recombinant cGAS, Kinase-Glo ATP depletion luminescence; inhibition, % at 12.5 µM; 160,000 compounds, 0.15% hits; AID 1259399;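 further: 0% = negative control wells and 100% = reference inhibitor with no enzyme activity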
* hit, by the source's call; / = no result given; & = joins results of further samples. Unless noted, no stated cut-off is given here; in the data, active means inhibition above about 40%; inactive means the rest.

No.	canonical_smiles	hcGAS inh	NPYLR7 agonist	mcGAS inh
1	Cc1cc(C)c2sc(N(CCN3CCOCC3)C(=O)c3cccs3)nc2c1	-9	8	/
2	CC(=O)Oc1ccccc1CN1C(=O)C(CCc2ccccc2)ON=C1c1cnccn1 (stereo not given)	-3	-3	/
3	CC(=O)Nc1cccc(C(=O)N2CCN(Cc3cccc(-c4noc(C5CCCC5)n4)c3)CC2)c1	2	9	-3
4	CCOC(=O)c1c(N)sc(C(=O)Nc2ccc3c(c2)OCO3)c1C	-10	2	-8
5	CC(c1cccc(-c2ccc3ncccc3c2)c1)N(C)C (stereo not given)	0	-4	/
6	CC(=O)Nc1ccc(NC(=S)NC(=O)c2ccc(C(C)(C)C)cc2)cc1	-8	0	-12
7	CN1CCN(C(=O)c2cn(CC3CCCO3)cc3c(=O)n(-c4ccccc4)nc2-3)CC1 (stereo not given)	-5	6	-11
8	O=C(OCC1(O)C(Cl)C=CC(OC(=O)c2ccccc2)C1O)c1ccccc1 (stereo not given)	-2	-14	48*
9	CCC(=O)N(c1nnc(SCC(=O)c2ccc(Cl)s2)s1)C1CC1	5	7	/
10	N#Cc1cccc(-c2nc3ccc(Br)cc3c(=O)n2Cc2ccccc2)c1	-1	27	-6
11	Nc1c(-n2nnc(-c3cccs3)n2)c(=O)[nH]c2sc3c(c12)CCC3	2	17	/
12	N#Cc1ccccc1CN1CCN(c2nc(C(=O)Nc3ccccc3)co2)C1=O	-8	0	/
13	O=C1CCC(=O)N1Oc1c(F)c(F)c(C(F)(F)F)c(F)c1F	-6	-2	/
14	CCC(C)N(Cc1ccsc1)C(=O)c1cn(C)c2ccc(C)cc2c1=O (stereo not given)	-4	26	-8
15	COc1cccc(C(=O)N(Cc2csc(COc3c(OC)cccc3OC)n2)C2CC2)c1	1	2	-6
16	CC(C)Sc1nnc(CNC(=O)C23CC4CC(CC(C4)C2)C3)n1Cc1ccccc1	-2	-1	-6
17	O=S(=O)(NCCC1CCCN(Cc2ccccn2)C1)C1CC1 (stereo not given)	-1	/	-8
18	O=C(Cn1ncc(Cl)c(Cl)c1=O)Nc1ccc2ccccc2c1	-1	-1	/
19	CC(=O)NCCNc1nc2cc(-c3cscc3C)sc2c(=O)n1C	-3	8	/
20	CCOC(=O)C1(Cc2cccc(OC)c2)CCN(Cc2ccc(C)s2)CC1	-3&-2	4&-6	/
21	CCCCC(=O)N(C)c1c(C)nc2ccc(C(=O)Nc3ccc(OC)c(OC)c3)cn12	-4	4	-1
22	CCN(CC(=O)Nc1cc(-c2ccccc2)nn1-c1ccc(Cl)c(Cl)c1)C(=O)Nc1ccccc1F	-2	-5	-4
23	O=C(NC1CCc2c(O)cccc21)C1CC1c1cccnc1 (stereo not given)	-6	8	/
24	Fc1cnccc1N1CCN(Cc2ccccc2OC(F)F)CC1	-1	-1	/
25	Cc1ccc2nc(CCNC(=O)c3cc(=O)[nH]c4ccccc34)[nH]c2c1	-6	3	/
26	O=C(/C=C/c1ccc2c(c1)OCO2)NC(c1ccccc1)c1ccc(Cl)cc1 (stereo not given)	-7	-4	-6
27	O=C(Nc1ccc2[nH]cc(CCN3CCN(c4cccc(C(F)(F)F)c4)CC3)c2c1)C(F)(F)C(F)(F)C(F)(F)F	-8	2	-6
28	O=C(c1cnc2ccccc2n1)N1CCCCC1CCO (stereo not given)	-11	2	/
29	Cc1nnc(SCCCNC(=O)c2cccc(-n3cccn3)c2)s1	-6	10	/
30	COC(=O)c1cccc(S(=O)(=O)N(CCC#N)Cc2ccco2)c1	-7	6	/
31	CCOC(=O)CNC(=O)Cn1cnc2c(nnn2Cc2ccccc2)c1=O	-4	7	/
32	CCOC(=O)c1nn(-c2ccc(F)cc2)c(=O)cc1OS(=O)(=O)c1cc(C)c(Cl)cc1C	-12	1	1
33	O=C(NC1CCCN(c2ncccn2)C1)c1sccc1Cl (stereo not given)	-9	5	/
34	CCC(=O)Oc1ccc(/C(CC)=C(\CC)c2ccc(OC(=O)CC)cc2)cc1	2	-26	/
35	Cc1cc(C2CCc3nc(C(=O)NCc4ccccc4)cn3C2)ccc1F (stereo not given)	-7	/	-7
36	CCCn1c(=O)c(C(=O)Nc2nnc(CC)s2)c(O)c2ccccc21	1	-4	-8
37	Fc1cc(Br)ccc1CSc1nnc(-c2cc(-c3ccccc3)nc3ccccc23)n1CC1CCCO1 (stereo not given)	-6	-7	-7
38	COc1ccc(C(=O)N(C)C)cc1S(=O)(=O)N1CCOCC1	2	-11	/
39	COC(=O)C(CC(C)C)OC(=O)c1ccc(N2CCNC2=O)cc1 (stereo not given)	-3	-3	-11
40	CC(Nc1nc(CCN)nc2ccccc12)c1cnn(-c2ccc(F)cc2)c1 (stereo not given)	-7	10	-14
41	COc1cccc(-c2cn[nH]c2C2CCN(C(=O)c3ccn[nH]3)CC2)c1	-5	/	-12
42	Cc1cnc(C(=O)NCC2CCN(Cc3cc(C(C)C)no3)C2)cn1 (stereo not given)	-6	0	-23
43	O=S(=O)(c1ccc2c(c1)CCN2)N1CCCC1	-4	-2	/
44	CCCn1c(=O)c2c(nc3n(CC4CCCO4)c(C)cn23)n(C)c1=O (stereo not given)	-10	7	/
45	COc1ccc(OC)c(-c2ccc(=O)n(CCNC(=O)Nc3ccccc3)n2)c1	-4	1	/
46	CCC1SC(=NN=Cc2cccc(OS(=O)(=O)c3ccc(C)cc3)c2)NC1=O (stereo not given)	-9	-5	-9
47	CC1=CCC2C3OC(c4ccccc43)C2C1 (stereo not given)	6	0	/
48	CCc1nc(-c2ccccc2)nc(N2CCN(C(=O)C3CC3)CC2)c1Cc1cc(C)ccc1C	-1	-5	2
49	CC(C)OCCCNc1ncnc2[nH]ncc12	-4	4	/
50	O=C(CSc1nc(=O)n(Cc2cccnc2)c2c1CCC2)N1CCc2ccccc21	3	11	-4
51	CCCCSc1nc2c(c(=O)n(C)c(=O)n2C)n1Cc1ccccc1	-13	14	/
52	C1CCC2(CC1)OCC(CN1CCOCC1)O2 (stereo not given)	-10	/	-5
53	CCSCCOC(=O)C1=C(C)N(C)C(=O)NC1c1cc(Cl)c(O)c(OC)c1 (stereo not given)	-1	-3	/
54	C(=C\c1ccccc1)/CN1CCCc2c1[nH]c1ccccc21	1	-12	2
55	Cc1cc(-n2cnnc2C2CCOCC2)n(C)n1	-5	-3	/
56	CC1CCCN(C(=O)c2ccc(S(=O)(=O)N3CCCCC3)cc2)C1 (stereo not given)	-6	4	/
57	CCOCc1ccc(CNC(=O)CN2CCN(C)CC2C)cc1 (stereo not given)	-15	9	/
58	COCC(=O)Nc1c(I)c(C(=O)NCC(O)CO)c(I)c(C(=O)N(C)CC(O)CO)c1I (stereo not given)	-1	1	-2
59	O=C(COC(=O)c1ccc(N2C(=O)c3cccc4cccc(c34)C2=O)cc1)c1ccc(F)c(F)c1	-4	-10	-4
60	Cc1ccc(Cc2nsc(N3CCN(C(=O)c4ccc([N+](=O)[O-])cc4Cl)C(C)C3)n2)cc1 (stereo not given)	-9	-10	-3

Next part.
No.	canonical_smiles	hcGAS inh	NPYLR7 agonist	mcGAS inh
61	O=C(Cn1nc(-c2ccccc2)c2sc(N3CCCC3)nc2c1=O)N1CCc2ccccc21	-5	-4	-10
62	CCOC(=O)c1cc(-c2ccc(N3CCN(C(=O)c4cc(C)on4)CC3)cc2)n(-c2cccc(F)c2)n1	-4	26	-7
63	COc1ccc(C2c3cccn3-c3ccccc3N2C(=O)CN(C(=O)c2ccc(F)cc2)C2CC2)cc1 (stereo not given)	-2	3	-5
64	COc1ccc(-c2nccn2CCCN2CCCC2=O)c2ccccc12	-6	0	/
65	CN(C)CCNC(=O)CC1CSc2nc3c(cnn3-c3ccc(F)cc3)c(=O)n21 (stereo not given)	-3	3	0
66	CC1CCCCC1Nc1ccc(S(=O)(=O)N2CCOCC2)cn1 (stereo not given)	-9	-24	/
67	Cc1noc(C)c1CN(C)C(=O)C1(NC(=O)OC(C)(C)C)CCC(C)CC1 (stereo not given)	4	-1	/
68	COCCNC(=O)c1sc(=O)n(Cc2ccc(-c3ccccc3)cc2)c1C	-1	4	/
69	Cc1cc(NC2CC(C)(C)NC(C)(C)C2)n2ncnc2c1	-5	-2	/
70	COc1ccc(S(=O)(=O)N2CCOCC2)cc1C(=O)N1CC(=O)Nc2cc(C)cnc21	-2	1	/
71	COc1cccc(C(=O)Nn2cnc3c(cnn3-c3ccc(C)c(C)c3)c2=O)c1OC	-11	0	/
72	O=C(CSc1nc(Cl)cc(N2CCN(c3ccccc3F)CC2)n1)N1CCC(Cc2ccccc2)CC1	4	-6	2
73	O=C(COc1ccc2ccccc2c1)OCc1cc(=O)c(O)co1	-8	7	/
74	CCC(NC(=O)c1c[nH]c(=O)[nH]1)c1ccccn1 (stereo not given)	-6	19	-17
75	CC1C=CC(C)N1C(=O)c1cc(N2CCOCC2)nc2ccccc12 (stereo not given)	-7	4	-7
76	c1cnc(Nc2nc(-c3ccncc3)cs2)nc1	-2	7	/
77	Cc1ccc2c(c1)CCCN2C(=O)CN1CCCC1c1nonc1C (stereo not given)	-4	-2	-8
78	CN1C(=O)NC(c2ccc(F)cc2)C2=C1CN(Cc1ccc(F)cc1)C2=O (stereo not given)	-7	-2	/
79	COCCn1c(=O)c2c(nc3n2CCCN3CCc2ccc(OC)c(OC)c2)n(C)c1=O	-7	4	-8
80	COc1ccc(CCNC(=O)Cn2nc(C)c3cnn(-c4ccccc4)c3c2=O)cc1OC	-6	7	/
81	CCn1cc(C(CC(=O)N2CCN(c3ccccc3F)CC2)c2cccc(OC)c2)c2ccccc21 (stereo not given)	-7	/	-7
82	Cc1cc(CNc2cccc(S(=O)(=O)N3CCCC3)c2)no1	-8	7	-7
83	O=C1OC2(CCCCC2)OC(=O)C1=CNc1ccc2ccccc2c1	-3	8	-6

High-throughput results (PubChem BioAssay)
